Source: PubChem BioAssay
Pf growth 96h: P. falciparum growth inhibition at 96 hours; P. falciparum luciferase reporter growth, 96 h; Potency, µM (highest dose often 28.7 µM), for inactives: at the top dose activity change, negative = inhibition, most hits filed as inhibitors; 320,000 compounds, 6.9% hits; AID 504834; note: potency is the fitted concentration of half-maximal effect; % is set by controls: 0 for no effect and ±100 for the full control effect
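Luminescence readout: decreased luciferase signal marks inhibited growth of reporter-expressing P. falciparum in infected red cells (2% hematocrit, 0.05% parasitemia final), exposed to compound two generations (96 h, 37 C, 5% CO2).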
Giardia FBPA inh: inhibitors of Giardia lamblia fructose-1,6-bisphosphate aldolase | AID 2451 | Potency, µM (top dose mostly 59.6 µM), inactives show at the top dose activity, negative = inhibition, hits mostly inhibitors | 290,000 compounds, 0.71% hits | A8B2U2 | purified Giardia FBPA; note: potency is the fitted concentration of half-maximal effect; % is set by controls: 0 for no effect and ±100 for the full control effect; nearly all actives have a fitted effect of over 55% in size
Target sequence (A8B2U2 whole entry, looked up): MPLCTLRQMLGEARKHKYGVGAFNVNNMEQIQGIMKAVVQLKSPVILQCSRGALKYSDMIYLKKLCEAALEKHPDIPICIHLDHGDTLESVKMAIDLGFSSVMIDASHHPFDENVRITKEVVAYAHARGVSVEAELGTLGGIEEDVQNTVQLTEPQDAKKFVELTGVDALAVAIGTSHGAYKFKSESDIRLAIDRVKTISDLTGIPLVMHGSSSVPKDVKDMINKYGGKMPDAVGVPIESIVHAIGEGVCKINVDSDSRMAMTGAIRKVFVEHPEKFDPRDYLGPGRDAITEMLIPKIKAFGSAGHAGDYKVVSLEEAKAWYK
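Giardia FBPA (40 nM reagent) was preincubated 10 min at RT with compound (up to 57.5 uM final), then substrate plus GAPDH/TPI/NAD/arsenate coupling system with diaphorase/resazurin was added; resorufin fluorescence (525/598 nm) was read after 20 min.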
Shiga toxin inh: Shiga toxin inhibition | 290,000 compounds, 9.2% hits | inhibition, % at 38.7 µM | AID 2315 | Vero cells, Shiga toxin protein synthesis inhibition reporter; in the data active = inhibition mostly above about 28%, no sharp cut-off; inactive = mostly below about 43%; note: 0% is about no effect
Cycloheximide cs: counter-screen for Shiga toxin inhibitors: cycloheximide protein synthesis inhibition. max response, %. cell reporter, cycloheximide protein synthesis inhibition counterscreen. 300,000 compounds, 12% hits; in the data active = max response mostly above about 13%, no sharp cut-off; inactive = mostly below about 14%; note: read at 38.3 µM for the half of the compounds with a filed dose; 0% is about no effect
Pf growth 48h: P. falciparum growth inhibition at 48 hours (one generation). P. falciparum luciferase growth in erythrocytes, 48 h. Potency, µM (doses to about 28.7 µM), inactives show top-dose activity change, negative = inhibition, hits mostly inhibitors. 310,000 compounds, 5.9% hits. AID 504832; note: potency is the fitted concentration of half-maximal effect; % is set by controls: 0 for no effect and ±100 for the full control effect
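In quantitative HTS format, infected erythrocytes bearing luciferase-reporter parasites were treated for a single generation at 37 C. Luminescence after adding detection reagent served as the growth measure.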
Sm TGR block: blocks Schistosoma mansoni thioredoxin glutathione reductase; purified TGR, DTNB reduction, TNB absorbance 405 nm; Potency, µM (doses to about 114 µM), inactives show at the highest dose activity change, negative = inhibition, actives largely listed as inhibitors; 360,000 compounds, 3% hits; note: potency is the fitted concentration of half-maximal effect; % is set by controls: 0 for no effect and ±100 for the full control effect; nearly all actives have a fitted effect of over 60% in size
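TGR 20 nM + NADPH 100 uM (dispensed conc.), cpd preinc 15 min RT; start with NADPH (500 uM addition) then DTNB (15 mM addition). Kinetic TNB absorbance, 405 nm filter. Four-parameter Hill fit across titration.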
Numbers without * were called inactive; u = inconclusive; x = not tested or not shown; & = joins results of further samples; [ ] = another dose, or the depositor's remark. Unless noted, calls come from the whole dose curve; as a rule, active = well fitted curve in the direction sought with a large enough effect; inconclusive = small, poorly fitted or top-dose-only effect, or another doubt; inactive = no such curve, though single readings can be large; an effect the other way counts as inactive or inconclusive. Compounds were not picked by outcome, and some 24% of all compounds hit somewhere here.

Second line of a record: Pf growth 96h | Giardia FBPA inh | Shiga toxin inh | Cycloheximide cs | Pf growth 48h | Sm TGR block
> Cc1cc(C)c(S(=O)(=O)c2ccc(Cl)cc2)c(=O)[nH]1
  -7% | 13% | 18 | -2 | x | 15%
> Nc1cccc(C(=O)Nc2ccc3nc(-c4cccnc4)[nH]c3c2)c1
  -21% | -18% | -5 | -3 | -21% | -4%
> CCS(=O)(=O)N1CCN(Cc2ccc([N+](=O)[O-])cc2)CC1
  u | -12% | -3 | -3 | 22% | -1%
> CCOC(=O)c1c(C)[nH]c(/C(C)=N/O)c1C
  6% | 2% | 16 | 12 | u | -10%
> N#CSCC(=O)N1c2ccccc2CCc2ccccc21
  39%[activator] | -5% | -15 | -1 | u | -17%
> COCCn1c(=O)[nH]c2cc(C(=O)NC(C)C)ccc2c1=O
  75%[activator] | 12% | 12 | 0 | 14% | -13%
> O=C1c2ccccc2NC2CCCCCN12 (stereo unspecified)
  u | 0% | 2 | 5 | -16% | 2%
> Cc1cc(C)n(CC(O)Cn2ccc3ccccc32)n1 (stereo unspecified)
  u | 11% | -13 | -2 | x | -17%
> N#Cc1ccccc1OCC(=O)NC(=O)NC1CCS(=O)(=O)C1 (stereo unspecified)
  188%[activator] | x | x | x | 87%[activator] | -13%
> Cc1ccc(NC(=O)CCn2c(=O)[nH]c3ccsc3c2=O)cc1C
  u | -6% | -12 | 0 | -21% | 0%
> CC(C)(C)S(=O)(=O)c1cnc(-c2ccc(Cl)cc2)nc1N
  0% | 3% | 47* | 22* | 49%[activator] | 9%
> COc1ccc(OC)c(-n2c(Cn3c(-c4ccccn4)nc4ccccc43)n[nH]c2=S)c1
  -8% | -21% | -4 | -3 | -9% | -4%
> CC(=O)Nc1ccccc1OCC(=O)NC1CCCCC1C (stereo unspecified)
  17% | x | x | x | 13% | -2%
> Cc1[nH]c2ccccc2c1CC(=O)O
  -22% | 0% | -14 | 11 | -8% | 45µM*
> O=C(/C=C/c1cccnc1)c1ccc(O)cc1
  -9% | 0% | 8 | 13* | u | 45µM*
> COC(=O)c1ccc(C(=O)OC)c(NS(C)(=O)=O)c1
  38%[activator] | 4% | 19 | -4 | -9% | 4%
> CC(C)n1cc(/C=N/NC(=O)COc2cccc3cccnc23)c2ccccc21
  8.3µM* | -1% | 2 | 6 | u | 4%
> Cc1cc2c(C(F)(F)F)cc(=O)oc2c2c1NCCC2
  u | 3% | -8 | -2 | -1% | 5%
> COc1ccc(C)cc1S(=O)(=O)Nc1ccc2c(c1)OCCO2
  u | 2% | x | 2 | 24% | 7%
> COCCCNC(NC(=O)c1ccc(Br)cc1)C(Cl)(Cl)Cl (stereo unspecified)
  36%[activator] | -1% | -12 | -3 | 3% | -4%
> C=CCn1c(SCc2nc3sc(C(=O)O)c(C)c3c(=O)[nH]2)nnc1-c1ccc(C(C)(C)C)cc1
  -2% | -1% | -8 | -1 | -16% | -17%
> O=C(c1ccccc1)c1ccccc1N1C(=O)C=CC1=O
  -14% | 16µM* | 17 | 10 | u | 0.56µM*
> CC(OC(=O)Cc1c(F)cccc1Cl)C(=O)NCCC1=CCCCC1 (stereo unspecified)
  0% | 0% | -5 | -3 | 6% | -1%
> COc1ccc(Cc2nnc(N/N=C/c3ccc(C)o3)[nH]c2=O)cc1
  3% | -28% | -10 | 4 | 0% | 3%
> Cc1cc(Cc2ccc(N)c(C)c2)ccc1N
  15% | -5% | 3 | -3 | 8% | 1%
> N#Cc1cccc(NC(=O)CSc2ccccc2)c1
  -21% | 3% | 3 | 9.1* | 39%[activator] | -32%
> CCCC(C(=O)NC1CCCC1)N(Cc1ccc(OC)cc1)C(=O)c1snc(C(N)=O)c1N (stereo unspecified)
  1% | 10% | -5 | -2 | u | 9%
> COc1cc(C(=O)NCCNc2nc3c(C)c(C)ccc3cc2C#N)cc(OC)c1OC
  -101% | 0% | x | -4 | 3% | 4%
> CC1CCCN(C(=O)C2CCN(CC(C)c3ccccc3)CC2)C1 (stereo unspecified)
  -9% | -4% | 29 | -1 | -7% | -10%
> COC(=O)c1cccc(NC(=O)CSc2nnc(C)n2Cc2ccccc2)c1
  0% | -4% | 4 | -2 | 0% | 0%

A second format for some results above.
| canonical_smiles | Pf growth 96h | Giardia FBPA inh | Shiga toxin inh | Cycloheximide cs | Pf growth 48h | Sm TGR block |
| --- | --- | --- | --- | --- | --- | --- |
| CC(=O)Nc1ccccc1OCC(=O)NC1CCCCC1C (stereo unspecified) | 17% | x | x | x | 13% | -2% |
| Cc1[nH]c2ccccc2c1CC(=O)O | -22% | 0% | -14 | 11 | -8% | 45µM* |
| O=C(/C=C/c1cccnc1)c1ccc(O)cc1 | -9% | 0% | 8 | 13* | u | 45µM* |
| COC(=O)c1ccc(C(=O)OC)c(NS(C)(=O)=O)c1 | 38%[activator] | 4% | 19 | -4 | -9% | 4% |
| CC(C)n1cc(/C=N/NC(=O)COc2cccc3cccnc23)c2ccccc21 | 8.3µM* | -1% | 2 | 6 | u | 4% |

Continuation.
Second line of a record: Pf growth 96h | Giardia FBPA inh | Shiga toxin inh | Cycloheximide cs | Pf growth 48h | Sm TGR block
> COc1cccc(Nc2nc(CC(C)=O)ns2)c1
  u | -3% | 60* | 19* | 92%[activator] | -28%
> CCOC(=O)c1ccc(NC(=O)c2ccc(CN3CCc4ccccc4C3)cc2)cc1
  60%[activator] | -14% | 40 | -3 | u | 5%
> COc1cc(CNC(=O)c2cc(C(=O)NCc3cc(OC)cc(OC)c3)n(C)n2)cc(OC)c1
  u | x | x | x | u | 1%
> CN(CC(=O)O/N=C(\N)c1ccc([N+](=O)[O-])cc1)S(=O)(=O)c1ccccc1
  24% | -1% | 18 | -2 | x | -5%
> CCCC1(C(=O)OC)NC(c2ccc(OC)c(OC)c2)C2C(=O)N(c3ccc4c(c3)OCO4)C(=O)C21 (stereo unspecified)
  80%[activator] | -3% | 12 | -2 | x | -2%
> O=S(=O)(NCC(c1ccco1)N1CCCCC1)c1ccccc1C(F)(F)F (stereo unspecified)
  u | x | x | x | u | -26%
> Cc1c(NC(=O)COc2cccc(F)c2)c(=O)n(-c2ccccc2)n1C
  -10% | x | x | x | -18% | -6%
> COc1ccccc1NC(=O)CCC(=O)N1CC(C)Oc2ccc(C)cc21 (stereo unspecified)
  8% | -8% | -1 | -3 | 16% | 4%&7%
> CCN1CCCC1CNC(=O)C(=O)NC1CC1 (stereo unspecified)
  47%[activator] | -7% | -11 | -3 | 70%[activator] | x
> COC(=O)c1cccc(NS(C)(=O)=O)c1
  1% | 5% | 8 | -2 | 3% | -4%
> CN(c1ccc(C(=O)NCCSC(C)(C)C)cc1)S(C)(=O)=O
  x | 0% | 140* | 37* | 145%[activator] | 9%
> Cc1cc(C)n(C2CC(=O)N(c3ccc(Cl)c(Cl)c3)C2=O)n1 (stereo unspecified)
  0% | 1% | 3 | 9 | 11% | -23%
> COc1ccc2[nH]c3nc(SCc4nnc(-c5ccccc5)o4)nnc3c2c1
  x | 0% | 31 | -1 | u | 1%
> COc1ccc(/C=C/C(=O)OCc2cc(=O)n3c(n2)sc2ccccc23)cc1
  3% | 2% | -9 | 1 | 7% | -3%
> CCCCn1c(-c2csc3ccccc23)n[nH]c1=S
  u | 10% | -10 | -2 | x | -2%
> CC(C(=O)N1CCc2ccccc21)N1CCN(Cc2ccccc2)CC1 (stereo unspecified)
  u | 10% | -7 | -2 | u | 17%
> Cc1ccc(NC(=O)CN(C)CC(=O)Nc2cccc(F)c2)cc1S(=O)(=O)N1CCCCCC1
  u | 16µM* | 14 | 6 | 0% | -24%
> COc1ccc(CCNC(=O)C(C)c2ccc([N+](=O)[O-])cc2)cc1 (stereo unspecified)
  8.3µM* | 6% | -10 | -2 | -10% | 8%
> CCn1c(SCC(=O)Nc2ccc(C(=O)OC)cc2)nnc1-c1cccs1
  -28% | -2% | -5 | 5 | -13% | 4%
> COc1ccccc1CNCc1cc(=O)oc2c(C)c(C)ccc12
  1% | 2% | -6 | -2 | 15% | -31%
> CC[N+](CC)(CC(=O)Nc1c(C)cccc1C)Cc1ccccc1
  -17% | -1%[21.7 µM] | x | x | -6% | x
> O=C(NNC1=NS(=O)(=O)c2ccccc21)c1ccc(Cl)cc1
  11% | 0% | -6 | -3 | 29% | -4%
> Cc1ccc(Nc2nc(Cl)nc(NC(C)(C)C)n2)cc1
  186%[activator] | 1% | 60* | 54* | 41%[activator] | 2%
> COc1cccc(OCCc2c(C)n[nH]c2C)c1
  -4% | -20% | 26 | 4 | 12% | -18%
> Cc1ccc(-n2ncc3c2CCCC3NC(=O)c2csnn2)cc1C (stereo unspecified)
  u | -1% | 60* | 19* | u | 0%
> O=C(Nc1ccc(Cl)cc1)Nc1nnc(-c2ccncc2)s1
  u | 0% | -8 | 0 | 17% | -16%
> CCOC(=O)N1N=C(c2ccc(C)cc2)CC1(O)C(F)(F)F (stereo unspecified)
  226%[activator] | 3% | 36* | 15* | 116%[activator] | 6%
> COc1ccc(OC)c(NC(=O)[C@H]2CC=CC[C@H]2C(=O)O)c1
  0% | 1% | -10 | -3 | 7% | 6%
> O=C(Nc1ccc(N2CCOCC2)c(Cl)c1)C1CCCCC1
  19% | 13% | 129 | 52* | 9% | 4%
> Cc1cccc(N(CC(=O)NCc2ccco2)C(=O)CCC(=O)Nc2ccccn2)c1C
  1.9µM* | 23% | 33 | 10 | 0% | -4%
> CC1CCCCN1c1ncnc2ccccc12 (stereo unspecified)
  11% | -17% | -3 | 9 | x | 1%
> CCCS(=O)(=O)c1ccc(COC(=O)c2ccc(NC(C)=O)cc2)cc1
  u | 3% | 7 | 13 | u | x
> C=CCOc1ccc(/C(CC)=N/O)cc1OC
  -12% | -1% | 4 | 10 | x | 5%
> Cc1ccc(C(=O)N(Nc2nc3ccccc3s2)C(=O)c2ccc(C)cc2)cc1
  u | 12% | 18 | 10* | 11% | -7%
> CC12CCC(C(=O)Nc3cc(Cl)ccc3Cl)(C/C1=N\O)C2(C)C (stereo unspecified)
  -1% | 1% | -6 | 7 | 36%[activator] | 0%
> O=C1CC(N2CCN(c3ccccn3)CC2)C(=O)N1c1ccc(F)cc1 (stereo unspecified)
  u | 11% | 17 | -1 | 9% | u

Seven compounds picked at random from the list so far, as already listed:
Second line of a record: Pf growth 96h | Giardia FBPA inh | Shiga toxin inh | Cycloheximide cs | Pf growth 48h | Sm TGR block
> COC(=O)c1ccc(C(=O)OC)c(NS(C)(=O)=O)c1
  38%[activator] | 4% | 19 | -4 | -9% | 4%
> CCS(=O)(=O)N1CCN(Cc2ccc([N+](=O)[O-])cc2)CC1
  u | -12% | -3 | -3 | 22% | -1%
> C=CCOc1ccc(/C(CC)=N/O)cc1OC
  -12% | -1% | 4 | 10 | x | 5%
> COc1cccc(OCCc2c(C)n[nH]c2C)c1
  -4% | -20% | 26 | 4 | 12% | -18%
> O=C1CC(N2CCN(c3ccccn3)CC2)C(=O)N1c1ccc(F)cc1 (stereo unspecified)
  u | 11% | 17 | -1 | 9% | u
> CCOC(=O)c1ccc(NC(=O)c2ccc(CN3CCc4ccccc4C3)cc2)cc1
  60%[activator] | -14% | 40 | -3 | u | 5%
> CC(C(=O)N1CCc2ccccc21)N1CCN(Cc2ccccc2)CC1 (stereo unspecified)
  u | 10% | -7 | -2 | u | 17%
